# Compound activity from PubChem BioAssay.
# GPR151 activ – activators of human GPR151, primary screen, cell-based, PathHunter beta-arrestin, luminescence | activation, % at 11.2 µM | G-protein coupled receptor 151 (Homo sapiens), Q8TDV0 | 1% of 650,000 active | PathHunter beta-arrestin GPR151 cells; in the data active = activation above about 4.9%;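 note: 0% = median of compound wells and 100% = cells with positive control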
# Target sequence (Q8TDV0 whole entry, looked up): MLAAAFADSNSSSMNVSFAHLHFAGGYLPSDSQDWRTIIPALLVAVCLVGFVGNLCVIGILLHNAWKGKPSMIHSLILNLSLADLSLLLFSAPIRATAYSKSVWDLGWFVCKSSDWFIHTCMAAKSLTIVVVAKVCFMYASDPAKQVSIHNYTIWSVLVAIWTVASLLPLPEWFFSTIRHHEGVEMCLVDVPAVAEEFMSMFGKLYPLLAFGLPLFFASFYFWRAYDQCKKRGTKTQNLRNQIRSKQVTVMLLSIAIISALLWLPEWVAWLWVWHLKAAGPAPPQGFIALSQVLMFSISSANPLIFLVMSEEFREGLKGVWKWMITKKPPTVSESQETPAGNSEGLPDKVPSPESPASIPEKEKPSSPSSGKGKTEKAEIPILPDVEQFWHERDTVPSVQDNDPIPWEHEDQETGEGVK
# MITF primary – MITF inhibitors, primary screen, biochemical, AlphaScreen, human. Microphthalmia-associated transcription factor (Homo sapiens), O75030. AlphaScreen MITF homodimerization, bead proximity signal. inhibition, % at 2.6 µM. 0.91% of 650,000 active. AID 1259374, 2018; in the data active = inhibition above about 50%;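 note: 0% = vehicle wells with protein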
# Target sequence (O75030 whole entry, looked up): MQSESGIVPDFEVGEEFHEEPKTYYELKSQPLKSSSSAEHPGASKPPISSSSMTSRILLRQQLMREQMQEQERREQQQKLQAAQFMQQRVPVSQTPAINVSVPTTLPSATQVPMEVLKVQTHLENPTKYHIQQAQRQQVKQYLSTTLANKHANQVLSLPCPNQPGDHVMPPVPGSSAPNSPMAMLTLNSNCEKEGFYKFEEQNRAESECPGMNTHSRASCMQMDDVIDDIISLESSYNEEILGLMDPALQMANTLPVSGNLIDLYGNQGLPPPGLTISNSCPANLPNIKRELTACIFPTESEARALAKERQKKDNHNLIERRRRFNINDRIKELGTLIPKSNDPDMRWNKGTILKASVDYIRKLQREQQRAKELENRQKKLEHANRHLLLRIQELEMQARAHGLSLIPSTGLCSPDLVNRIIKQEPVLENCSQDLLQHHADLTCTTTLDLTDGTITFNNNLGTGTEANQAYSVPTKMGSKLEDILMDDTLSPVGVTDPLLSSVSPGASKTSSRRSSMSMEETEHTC
# FBW7 act – FBW7 E3 ligase activators, primary screen, biochemical, AlphaScreen, human; AlphaScreen FBW7–phospho-cyclin E peptide binding, activator screen; normalized activity (activation), % at 26.1 µM; 0.13% of 650,000 active; AID 1259310, 2017; in the data active = normalized activity above about 1.9%;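 note: purified mutant Fbw7 with reduced substrate affinity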
# TEAD-YAP block – TEAD-YAP interaction inhibition, primary screen, TEAD-YAP interaction inhibitor project, luminescence, HEK-TIYL cells | AID 1259422, 2018 | inhibition, % at 9.12 µM | TEAD-Gal4/YAP UAS-luciferase luminescence | 1.4% of 640,000 active; in the data active = inhibition above about 32%;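 note: 0% = median of test compound wells and 100% = reference inhibitor wells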
# * marks the source's active call; other numbers are inactive results; . = no result given.
SMILES,GPR151 activ,MITF primary,FBW7 act,TEAD-YAP block
COC(=O)C1=C(C)N(c2ccc(OC)cc2)C(=O)/C1=C\c1cccs1,-0.4,12,0.8,14
CCOC(=O)N1CCC(NC(=O)C(CC)n2c3ccccc3c3cn[nH]c(=O)c32)CC1 (stereo not given),-0.4,-2,0.0,5
O=C(O)C1C(=O)Nc2ccccc2C1=O (stereo not given),0.0,-1,-0.1,5
C/C(=N/NC(=O)c1ccoc1C)c1ccc(-c2ccccc2)cc1,-7.5,-1,0.2,-17
CC(NS(=O)(=O)c1ccc(C(C)(C)C)cc1)c1ccccc1 (stereo not given),-1.5,1,0.0,-6
CCN(CC)C/C=C/C1(O)c2ccccc2-c2ccccc21,0.6,-6,-0.3,-9
CC1CC(C)CN(S(=O)(=O)c2ccc3c(c2)c(=O)c(C(=O)O)cn3C)C1 (stereo not given),-0.5,7,0.0,3
COC(=O)c1ccccc1NC(=O)CCS(=O)(=O)c1ccc2c(c1)SCC(=O)N2,-1.7,10,0.8,-3
COc1ccc(Cl)cc1NC1=NC2CS(=O)(=O)CC2S1 (stereo not given),-0.6,-16,-0.1,3
CS(=O)(=O)c1ccc2c(c1)NC(=O)CN2C(=O)c1ccco1,-1.9,7,0.0,-4
Cc1cccc(N2CCC(NC(=O)CC3C(=O)NCCN3CC(C)(C)C)CC2)c1 (stereo not given),0.8,-9,-0.1,1
COc1ccc(C(=O)Oc2coc(CSc3ncccn3)cc2=O)cc1,-2.0,4,0.0,0

# Next section, starting with the last 2 of the part before.
SMILES,GPR151 activ,MITF primary,FBW7 act,TEAD-YAP block
Cc1cccc(N2CCC(NC(=O)CC3C(=O)NCCN3CC(C)(C)C)CC2)c1 (stereo not given),0.8,-9,-0.1,1
COc1ccc(C(=O)Oc2coc(CSc3ncccn3)cc2=O)cc1,-2.0,4,0.0,0
CCOC(=O)CSc1nnc(Cn2c(=O)sc3ccccc32)n1-c1cccc(Cl)c1,-1.5,17,0.7,-5
Cc1cccc(/C=N/NC(=O)c2ccncc2)n1,4.0,12,-0.1,-1
O=C(Cc1c(F)cccc1Cl)Nc1cc(C(=O)NCc2ccco2)ccc1N1CC2CC(C1)c1cccc(=O)n1C2 (stereo not given),0.4,2,-0.1,3
Cc1ccc(C2Nn3c(C)nnc3SC2C(=O)N2CCCCCC2)cc1 (stereo not given),6.4*,10,0.6,-8
N#C/C(=C\c1ccccc1Br)c1ccc([N+](=O)[O-])cc1,1.2,12,-0.2,-13
O=C(c1ccc(Cl)cc1)C1CCCN(C(=O)c2ccc(-n3ccnc3)cc2)C1 (stereo not given),-0.4,0,-0.1,-6
COc1ccc(Cl)cc1NC(=O)Nc1ccccc1NC(=O)c1ccccn1,-1.0,10,-0.9,-10
CCN1CCN(Cc2nc3c(c(=O)n(C)c(=O)n3C)n2CC(N)=O)CC1,1.5,2,-0.1,13
COc1ccc([N+](=O)[O-])cc1N(CC(=O)Nc1ccc2c(c1)OCO2)S(C)(=O)=O,0.1,3,0.0,5
CC(=O)NC1=NN(C(C)=O)C2(S1)C(=O)N(C(C)C)c1ccccc12 (stereo not given),-0.1,-2,0.2,10
CCOc1ccc(NC(=O)/C(C#N)=C\c2c[nH]c3ccccc23)cc1,-0.8,-8,-0.1,3
c1nc(Nc2ccc3c(c2)OCO3)cc(N2CCN(Cc3ccc4c(c3)OCO4)CC2)n1,-0.2,3,-0.2,1

# Reformatted: results already given.
# Below each SMILES: GPR151 activ | MITF primary | FBW7 act | TEAD-YAP block
COc1ccc(Cl)cc1NC(=O)Nc1ccccc1NC(=O)c1ccccn1
  -1.0 | 10 | -0.9 | -10
CCN1CCN(Cc2nc3c(c(=O)n(C)c(=O)n3C)n2CC(N)=O)CC1
  1.5 | 2 | -0.1 | 13
COc1ccc([N+](=O)[O-])cc1N(CC(=O)Nc1ccc2c(c1)OCO2)S(C)(=O)=O
  0.1 | 3 | 0.0 | 5
CC(=O)NC1=NN(C(C)=O)C2(S1)C(=O)N(C(C)C)c1ccccc12 (stereo not given)
  -0.1 | -2 | 0.2 | 10

# Further records:
SMILES,GPR151 activ,MITF primary,FBW7 act,TEAD-YAP block
COC(=O)c1ccc(-n2c(C)cc(C(=O)CSc3ncnc4sc5c(c34)CCC5)c2C)cc1,-1.3,-5,0.0,7
CCOC(=O)c1cc2cc(-c3c(C)oc4cc(OC(C)=O)ccc4c3=O)ccc2o1,6.7*,15,0.5,5
Cc1ccccc1C(=O)N1CCC2(CC1)C(=O)N(C)C(=O)N2C,0.7,8,0.4,7
COCCCNC(=S)NNC(=O)C(C)Oc1ccc(-c2ccccc2)cc1 (stereo not given),-1.1,-7,-0.3,-2
Clc1cccc(CNc2ccnc3c(-c4ccsc4)cnn23)c1,-1.1,-20,0.1,-9
Cc1cc(C)n(/N=C/c2ccc3ccccc3c2)c(=O)c1C#N,-0.5,-4,-0.1,-5
CC(C)(C)n1nc2c(c1NC(=O)c1cccc(Cl)c1)CS(=O)C2 (stereo not given),-0.7,-1,-0.1,3
CCN1C(=O)CC(CC(=O)N2CCN(C(C)C)CC2)(c2ccccc2C)C1=O (stereo not given),2.1,-1,0.0,-6
Cc1cccc(CN2CCN3C(=O)[C@H](CO)N(C)C(=O)[C@H]3C2)c1,-0.8,-4,0.1,-14
O=C(CN1CCN(S(=O)(=O)c2ccc(F)cc2)CC1)Nc1ccccc1F,-0.5,-7,-0.1,-4
CCc1ccc(S(=O)(=O)N2CCN(c3ccc(-c4ccco4)nn3)CC2)s1,-0.6,10,0.0,2
OCc1cn(-c2ccccc2)nc1-c1ccco1,-3.8,-2,0.0,-29
O=C(CN1C(=O)COc2ccc(Cl)cc21)Nc1ccccc1OC(F)F,-0.5,9,-0.1,0
Cc1cc(C)nc(SCc2cn3c(C)csc3n2)n1,-0.5,0,0.0,-22
Cn1c(N)c(C(=O)CN2CCCCC2)c(=O)n(C)c1=O,-1.6,-1,-0.1,-5
CS(=O)(=O)c1sc2nc(-c3ccc(Br)cc3)cc(-c3ccccc3)c2c1N,-1.3,-3,-0.1,2
COc1ccc(CN2CCC(n3nccc3NC(=O)c3ccc4c(c3)OCO4)CC2)cc1C,1.1,2,0.1,17
COc1cccc(CC2(CO)CCCN(C(=O)c3cc[n+]([O-])cc3)C2)c1 (stereo not given),0.4,8,0.1,0
CCc1ccc(Cc2c(O)[nH]c(=O)[nH]c2=O)cc1,0.6,-8,0.0,-10
O=C(c1ccc(=O)oc1)N1CCc2ccccc21,-0.3,74*,-0.1,4
COc1ccc(CNCCC2CCC(=O)N2Cc2ccco2)cc1 (stereo not given),0.8,5,0.1,15
O=C1C2C3CCC(O3)C2C(=O)N1c1ncccn1 (stereo not given),1.6,-7,0.2,1
COc1cccc(CN2C(=O)C3C(C(=O)Nc4cccc(Cl)c4)C4C=CC3(O4)C2C(=O)NC2CCCC(C)C2C)c1 (stereo not given),1.2,4,0.1,6
COc1ccc(-n2nc(C(=O)NCC(=O)NC(C)C)c3ccccc3c2=O)cc1OC,-1.3,10,0.1,1
CCOC(=O)c1sc(NC(=O)Cn2c(=O)c3ccccc3n(CC)c2=O)nc1C,-0.9,10,0.0,5
COc1ccc(S(=O)(=O)N2CCCOC2CNC(=O)C(=O)NCc2ccco2)cc1 (stereo not given),-1.7,2,-0.1,14
CCOC(=O)c1c(CSCCN(CC)CC)oc2ccc(OC)cc12,-0.9,-6,-0.1,16
CCNc1nc2c(c(=O)n(C)c(=O)n2C)n1CC(O)COc1ccccc1C (stereo not given),0.6,-4,-0.1,4
C#CCOC(=O)c1ccccc1C(=O)O,0.4,0,0.0,-11
CC(=O)Nc1ccc(C(=O)N/N=C(\C)CC(=O)Nc2cccc(Cl)c2C)cc1,2.0,-15,0.1,-12
CC(=O)N1c2ccccc2NC2=C(C(=O)CC(C)(C)C2)C1c1cccs1 (stereo not given),-1.1,2,0.1,1
CSc1cccc(NC(=O)N[C@H]2C[C@H]3C(=O)N[C@H](C)C(=O)N3C2)c1,-0.1,2,0.0,3
O=C(CC1CCCCC1)Nc1ccc(-c2cn3c(n2)SCC3)cc1,-2.0,16,0.3,-4
Cc1ccc(NC(=O)N2CCN(c3ccccc3)CC2)cc1,0.1,4,0.2,-11
COc1cc(OC)c(OC)cc1CN1CCC(O)CC1,1.2,22,0.0,16
COc1ccc(CN2CCc3nnc(CNC(=O)Cc4cccc(F)c4)n3CC2)c(O)c1,1.0,-3,0.1,2

# Compound profiles, as listed above. Values in the order: GPR151 activ, MITF primary, FBW7 act, TEAD-YAP block
# Shown for CCNc1nc2c(c(=O)n(C)c(=O)n2C)n1CC(O)COc1ccccc1C (stereo not given) : 0.6, -4, -0.1, 4
# Shown for O=C(CC1CCCCC1)Nc1ccc(-c2cn3c(n2)SCC3)cc1 : -2.0, 16, 0.3, -4
# Shown for COc1ccc(S(=O)(=O)N2CCCOC2CNC(=O)C(=O)NCc2ccco2)cc1 (stereo not given) : -1.7, 2, -0.1, 14
# Shown for Cc1ccc(NC(=O)N2CCN(c3ccccc3)CC2)cc1 : 0.1, 4, 0.2, -11

# (cont.)
SMILES,GPR151 activ,MITF primary,FBW7 act,TEAD-YAP block
CCOc1cccc(N2C(=O)CC(N3CCN(c4ccc(OC)cc4)CC3)C2=O)c1 (stereo not given),-1.0,-21,-0.1,-8
CCOc1cccc2sc(N3CCCC3)nc12,1.6,-10,0.1,1
O=C(CCCC1=NS(=O)(=O)c2ccccc2N1)NC1CCCCCCC1,0.6,10,0.6,13
O=S(=O)(Nc1cccc(C(F)(F)F)c1)c1cccs1,1.3,-2,-0.1,7
COc1ccc(C2(C(F)(F)F)NC(=O)N3C(=C2C#N)N(C)c2ccccc23)cc1 (stereo not given),-0.1,9,0.1,16
O=S(=O)(NC1CCCCC1)c1cccc2nonc12,-1.4,-6,0.1,6
CCc1cc(C=C(Cl)Cl)oc(=O)c1C,-0.3,10,0.8,15
CC(=O)Nc1ccc(Nc2ccnc(N3CCOCC3)n2)cc1,1.9,4,-0.1,-6
Cc1ccc(N(Sc2ccc([N+](=O)[O-])cc2)C2C=CS(=O)(=O)C2)cc1 (stereo not given),1.2,12,0.2,20
COc1ccc(CCNC(=O)c2cccc(Nc3cc(OC)c(OC)c(OC)c3)c2)cc1,-1.7,-3,0.1,-8
Cc1nn(-c2ccccc2)c(Cl)c1C(=O)Nc1c(C)n(C)n(-c2ccccc2)c1=O,0.9,5,0.1,3
O=S1(=O)N=C(N2CCC3(CC2)OCCO3)c2ccccc21,-0.3,19,0.3,-7

# An excerpt from above with just GPR151 activ, FBW7 act and MITF primary:
structure,GPR151 activ,FBW7 act,MITF primary
COc1ccc(S(=O)(=O)N2CCCOC2CNC(=O)C(=O)NCc2ccco2)cc1 (stereo not given),-1.7,-0.1,2
CCOC(=O)c1c(CSCCN(CC)CC)oc2ccc(OC)cc12,-0.9,-0.1,-6
CCNc1nc2c(c(=O)n(C)c(=O)n2C)n1CC(O)COc1ccccc1C (stereo not given),0.6,-0.1,-4
C#CCOC(=O)c1ccccc1C(=O)O,0.4,0.0,0

# Remaining list, next part.
SMILES,GPR151 activ,MITF primary,FBW7 act,TEAD-YAP block
CCCCNC(CC(=O)Nc1ccc(OC)cc1OC)C(=O)O (stereo not given),-0.5,-2,0.1,-4
CC(C)(CSc1ncccn1)NS(=O)(=O)c1ccccc1,0.2,16,-0.1,9
Cn1cc(C(=O)N2CCCC2)cc(NC(=O)c2c[nH]c3ccccc23)c1=O,-0.8,-5,-0.9,11
COc1ccc(Br)cc1C(=O)Nc1cc(-c2nc3cc(C)ccc3o2)ccc1Cl,-0.3,11,0.4,-22
O=C(Nc1ccccc1F)C12CC3CC(CC(C3)C1)C2,0.3,-7,0.1,-5
CCCCc1ccc(NC(=O)c2cccnc2Cl)cc1,1.6,6,0.0,-42
Cc1cc(NC(=O)COc2ccc(-c3ccc(C#N)cc3)cc2)no1,0.8,4,0.0,-1
O=C(CCc1ccccc1)Nc1ccccc1Br,-0.9,-7,0.0,-60
CN(C)CCCNC(=O)Nc1ccccc1C(F)(F)F,2.3,16,0.1,4
CC1=C(C(=O)OC2CCCC2)C(c2cccc(Cl)c2)CC(=O)N1 (stereo not given),-0.2,28,0.4,-3
CCOc1ccc(CCNC(=O)C2CC(=O)N(CCc3ccc(C)cc3)C2)cc1OCC (stereo not given),0.7,-5,0.0,1
N=C(N)c1ccccc1,1.8,-7,-0.1,5
Cc1c(C(=O)c2ccc(Cl)cc2)oc2cc(NC(=O)C3CC3)ccc12,0.8,-24,-0.1,6
O=C(Nc1ccc(Cl)cc1)c1cccnc1N1CCCCC1,1.7,0,-0.2,2
Cc1ccc(N2C(=O)c3sc4nnc(C)c(=O)n4c3C2=O)cc1,2.1,0,-0.3,-5
COC(=O)C1=C(C)Nc2nnnn2C1c1c(F)cccc1Cl (stereo not given),-0.9,-3,0.2,8
COc1ccc(NC(=O)CC(C)C)c([N+](=O)[O-])c1,0.9,10,0.0,-5
COc1ccc(CNC(=O)Cc2ccccc2O)cc1,-0.5,-4,-0.2,-30
Cc1nnc(N(C)C(=O)c2cccnc2)s1,-1.0,1,0.1,-2
COC(=O)c1sc(N2C(=O)c3oc4ccccc4c(=O)c3C2c2cccnc2)nc1C (stereo not given),-1.6,26,0.3,0
CCCCCCCCCCCCCCCCOC[C@H](CO)OC(C)=O,-0.3,-12,.,.
O=C(CSc1cn(CCNC(=O)c2cccc(C(F)(F)F)c2)c2ccccc12)Nc1ccccc1,-1.6,-13,-0.1,0
